Assay outcomes (PubChem)
M1 antag – M1 muscarinic receptor (rat) antagonism. CHO-M1 cells, Fluo-4 calcium, ACh EC80 antagonist mode; active compounds read low. B-score at 10 µM. P08482. 3.4% of 64,000 active;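 active = calcium fluorescence response, raw or row-and-column corrected B-score, differing from the plate sample mean either way at a set confidence level, mostly lower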
Target sequence (P08482 whole entry, looked up): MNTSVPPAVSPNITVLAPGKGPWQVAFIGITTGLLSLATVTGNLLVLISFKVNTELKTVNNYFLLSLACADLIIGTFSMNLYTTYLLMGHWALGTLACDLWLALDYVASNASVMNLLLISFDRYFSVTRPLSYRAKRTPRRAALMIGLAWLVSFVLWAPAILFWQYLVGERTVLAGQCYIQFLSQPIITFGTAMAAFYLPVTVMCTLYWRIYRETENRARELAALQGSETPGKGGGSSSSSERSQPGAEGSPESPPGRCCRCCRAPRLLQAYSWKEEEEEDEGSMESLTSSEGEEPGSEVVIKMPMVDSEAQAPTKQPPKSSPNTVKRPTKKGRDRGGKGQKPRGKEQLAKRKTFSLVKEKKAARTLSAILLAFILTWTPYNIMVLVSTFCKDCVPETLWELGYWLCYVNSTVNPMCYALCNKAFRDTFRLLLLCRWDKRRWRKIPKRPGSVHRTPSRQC
Jurkat viability – cytotoxicity toward Jurkat cells. Jurkat E6.1 viability, ATP luminescence, 48 h. inhibition, % at 4 µM. 1.2% of 56,000 active;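 active = inhibition above the mean inhibition of all tested compounds plus 3 SD, cut at about 28% in these data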
NADH enzymes – inhibition of NAD/NADH coupling enzymes, library profiling; coupled PK/LDH NADH assays, four targets; IC50, µM (top dose mostly 10 µM), inactives show at the top dose inhibition; 0.02% of 65,000 active;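 active = single-dose screening hits from any of four coupled enzyme assays that gave an IC50 when retested across doses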;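 note: the DPM-DC format reads NADH fluorescence rather than 340 nm absorbance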
SF-1 act – SF-1 (human) activation. Q13285. CHO-K1 Gal4-SF-1 LBD luciferase reporter; % increase over DMSO SF-1-specific signal. AID 522. 1.9% of 65,000 active. activation, % at 10 µM;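 active = activation above the mean activation of all tested compounds plus 3 SD, cut at about 50% in these data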
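Test system: transient Gal4-SF-1 LBD reporter, CHO-K1; Amount: 4,000 CHO-K1 cells per well; Doses: 10 µM only; Timing: compound exposure 20 h at 37 °C; Signal: luciferase light emission; Read-out basis: percent activation relative to DMSO median and mock-transfected background; Control set: DMSO negative control and −SF1 background wells; Replicates: one test per compound.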
tolC growth inh – E. coli tolC mutant growth inhibition; E. coli BW25113 tolC mutant growth, OD615; growth inhibition, % at 10 µM (by protocol); 2.2% of 65,000 active; AID 573;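 active = growth inhibition at or above a cutoff equal to the mean over every tested compound plus 3 SD, cut at about 60% in these data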;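 note: growth measured after 20 h incubation at 37 °C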
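Assay system: tolC-deleted E. coli BW25113. Medium: kanamycin-containing LB broth (50 µg/mL). Dosing: 10 µM final, single dose. Timing: bacterial growth with compound for 20 h at 37 °C. Detection: A615 absorbance measurement. Read-out basis: growth inhibition in percent.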
M1 agonist – agonists of M1 muscarinic receptor. CHO-M1 cells, Fluo-4 calcium fluorescence, agonist mode; active compounds read high. B-score at 10 µM. 3% of 64,000 active;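 active = fluorescence rise, raw or as B-score row- and column-corrected plate score, outside the 99.7% band of its plate's samples, either direction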
D1 mod – allosteric modulators of human D1 dopamine receptor. HEK293 D1, CRE-luciferase, dopamine EC30 potentiation; actives deviate in either direction. AID 641. B-score at 10 µM. 5.9% of 58,000 active. P21728;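 active = luminescence count or its row- and column-corrected plate score outside the 99.7% band of the plate's sample wells, on either side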
HEK293 NFkB inh – lowers PMA/ionomycin-induced NF-kB signal in HEK293 cells | HEK-293 NF-kB luciferase reporter, luminescence | inhibition, % at 3 µM | 0.21% of 62,000 active | AID 465;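 active = inhibition above the mean of all tested compounds plus 3 SD, cut at about 40% in these data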;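 note: 0% = stimulated DMSO wells and 100% = 10 µM reference inhibitor 5653914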
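Signal: luciferase luminescence; Material: HEK-293 cells with stable firefly luciferase reporter driven by four HIV NF-kB elements; Probe or stimulus: PMA with ionomycin; Replication: tested once; Times: 1 h compound pretreatment, then 16 h stimulation at 37 °C, 5% CO2; Benchmarks: DMSO and 10 µM reference inhibitor; Evaluation: per-plate % inhibition versus controls.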
TNAP act DEA – activates human TNAP at intermediate phosphate acceptor concentration; P05186; purified TNAP, CDP-star luminescence, 100 mM DEA, 30 min; active compounds read high; scale: 0 levamisole-inhibited, 1 vehicle-only enzyme; activation factor at 20 µM; 64,000 tested, under 10 active;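 active = activation factor of at least 2 at 20 µM, relative to controls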
Target sequence (P05186 whole entry, looked up): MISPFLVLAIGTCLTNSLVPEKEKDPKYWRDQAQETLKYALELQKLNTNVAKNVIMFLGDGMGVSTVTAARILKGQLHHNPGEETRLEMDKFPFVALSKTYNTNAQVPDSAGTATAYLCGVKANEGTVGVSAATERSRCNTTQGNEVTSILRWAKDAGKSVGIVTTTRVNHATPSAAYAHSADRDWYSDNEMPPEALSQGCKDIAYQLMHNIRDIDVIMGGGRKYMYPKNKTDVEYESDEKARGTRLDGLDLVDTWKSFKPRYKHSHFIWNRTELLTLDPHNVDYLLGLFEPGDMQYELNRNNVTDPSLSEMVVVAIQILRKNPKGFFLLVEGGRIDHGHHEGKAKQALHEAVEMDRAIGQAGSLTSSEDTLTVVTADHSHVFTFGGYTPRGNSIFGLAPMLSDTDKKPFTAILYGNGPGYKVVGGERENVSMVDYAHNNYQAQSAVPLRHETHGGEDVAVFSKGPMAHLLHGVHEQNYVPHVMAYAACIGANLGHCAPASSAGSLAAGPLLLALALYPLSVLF
Starred values were filed as active, the others as inactive; x = no result given; [ ] = dose if it differs, or a comment.

compound	M1 antag	Jurkat viability	NADH enzymes	SF-1 act	tolC growth inh	M1 agonist	D1 mod	HEK293 NFkB inh	TNAP act DEA
CN1CCN(C(=O)CN2C(=O)CC(C)(C)S(=O)(=O)c3ccccc32)CC1	0.58	x	4%	-1	0	0.33	-0.06	15	1
O/N=C1\CCc2cc(Cl)ccc21	-0.15	x	6%	2	15	5.5*	x	x	1
CCCn1nnnc1NCc1ccccc1OCc1ccc(F)cc1	-1.4	3	6%	-19	28	-1.3	-0.28	8	1
CC1CCC2C(C1)c1sc(=O)[nH]c1SC2(C)C (configuration not stated)	0.44	3	3%	-23	63*	0.78	-0.004	13	0.9
O=C(NCc1ccccc1)c1cnsn1	-0.013	-6	6%	18	-10	-0.21	1.6	20	0.9
Cc1c(Cl)cccc1NC(=O)NC1CCCCC1	-0.0096	8	3%	29	-5	-1.5	-0.039	15	0.9
CCC(=O)N1CCc2cc(Br)cc(S(=O)(=O)N3CCN(C(=O)c4ccco4)CC3)c21	0.18	x	5%	-4	13	-0.086	0.85	15	0.9
CC(=NCC1CCCO1)C1=C(O)CC(C)(C)CC1=O (configuration not stated)	-0.24	x	x	-8	x	0.037	-1	7	0.9
CCOC(=O)CC1C(=O)NCCN1Cc1cccc(OC)c1 (configuration not stated)	0.14	1	7%	-15	-3	-0.28	x	7	0.8
CN(C(=O)C1CCOC1)c1nnc(-c2ccncc2)s1 (configuration not stated)	-0.38	x	6%	4	-16	-0.55	x	8	0.8
CC(=O)c1cccc(NC(=O)Nc2cnn(Cc3ccc(F)cc3)c2)c1	0.52	4	4%	3	16	1	-3.2	16	0.9
O=C(O)c1nn(-c2ccccc2)nc1-c1nn(-c2ccccc2)nc1C(=O)O	0.18	3	9%	-13	-19	1.1	0.2	21	1
O=C(O)c1cc(Cl)c(Cl)cc1C(=O)N1CCCC1	-1.1	-4	2%	1	-3	-0.0033	0.042	2	0.9
COc1ccccc1NC1=NC(c2ccc(Cl)cc2)N=C(N)N1 (configuration not stated)	-0.51	x	1%	4	5	2.8*	-3.3	8	1.2
CCCn1c(SCC(=O)O)nc2ccccc21	0.3	2	5%	9	0	1.2	0.0046	3	0.9

Part of the list above with just TNAP act DEA, D1 mod and tolC growth inh:
Compound,TNAP act DEA,D1 mod,tolC growth inh
CC1CCC2C(C1)c1sc(=O)[nH]c1SC2(C)C (configuration not stated),0.9,-0.004,63*
CN1CCN(C(=O)CN2C(=O)CC(C)(C)S(=O)(=O)c3ccccc32)CC1,1,-0.06,0
CC(=NCC1CCCO1)C1=C(O)CC(C)(C)CC1=O (configuration not stated),0.9,-1,x
CCCn1c(SCC(=O)O)nc2ccccc21,0.9,0.0046,0
O=C(O)c1nn(-c2ccccc2)nc1-c1nn(-c2ccccc2)nc1C(=O)O,1,0.2,-19

Other records:
compound	M1 antag	Jurkat viability	NADH enzymes	SF-1 act	tolC growth inh	M1 agonist	D1 mod	HEK293 NFkB inh	TNAP act DEA
CCOC(=O)COc1cc2c(C(=O)OCC)c(C)oc2cc1Br	-1.1	-2	5%	-10	4	0.51	0.19	9	0.9
O=C(Nc1ccc(N2CCCCC2)c(Cl)c1)c1ncn[nH]1	1.3	-4	13%	10	7	0.0078	-0.92	-9	1
Cn1c(-c2ccccc2)cc(=O)c2ccccc21	1.1	3	2%	-5	-11	0.15	-0.62	12	1
O=C(Nc1ncc2c(n1)CC(c1ccccc1)CC2=O)c1ccco1 (configuration not stated)	-0.38	0	2%	-6	6	-1.2	-1.2	18	0.9
COc1ccc(S(=O)(=O)N(CCN2CCOCC2)Cc2cc(OC)ccc2OC)cc1	-0.072	4	8%	-10	-1	-0.068	1.1	4	0.9
CC1CCc2ccc(F)cc2N1S(=O)(=O)c1cccs1 (configuration not stated)	-0.49	6	8%	-16	47	-0.22	0.9	0	0.9
COc1cccc(C(=O)N2CCCc3ccccc32)c1	-0.47	1	10%	-3	-2	0.56	x	13	0.8
O=C(O)CCCCCNC(=O)CCn1nnc2ccccc2c1=O	1.6*	1	3%	5	0	0.056	-0.31	0	1
CC1(C)CC(=O)C2(CC3=C(CC(C)(C)CC3=O)O2)C(=O)C1	1.3	-1	7%	-14	-22	-0.56	-0.68	3	0.9
CCCCOc1ccc(Cl)cc1CSc1nnc(CC)n1N	0.14	14	5%	-7	8	-0.38	x	10	0.9
CN1CCN(c2nc(-c3cccs3)cc(C(F)(F)F)n2)CC1	-18*	x	2%	-13	6	3.1*	x	1	0.9
Cc1nnc(SC(C)C(=O)Nc2ccc3c(c2)OCCO3)s1 (configuration not stated)	1.2	0	6%	8	-1	-0.48	-0.72	6	0.9
C=C(C)CSc1nnc(-c2cc(OC)c(OC)c(OC)c2)n1N	-0.34	x	1%	4	1	0.24	1.1	20	1
COc1ccc(N2CCN(CCNC(=O)CCN3C(=O)COc4ccccc43)CC2)cc1	1	10	5%	-12	-8	0.72	-0.04	17	1
CCCCCn1c(=O)[nH]c2cc(C(=O)NCc3ccc4c(c3)OCO4)ccc2c1=O	0.66	x	10%	-23	2	0.32	-0.047	23	0.9

Quoted from the listing.
C=C(C)CSc1nnc(-c2cc(OC)c(OC)c(OC)c2)n1N in M1 agonist reads 0.24
O=C(Nc1ccc(N2CCCCC2)c(Cl)c1)c1ncn[nH]1 in HEK293 NFkB inh reads -9

The list continues:
compound	M1 antag	Jurkat viability	NADH enzymes	SF-1 act	tolC growth inh	M1 agonist	D1 mod	HEK293 NFkB inh	TNAP act DEA
CCN(CCCNC(=O)C1CCC(=O)N1Cc1ccc(C)cc1)c1cccc(C)c1 (configuration not stated)	-0.11	-7	7%	7	21	0.68	-0.13	16	1
Cc1sc2ncnc(N3CCCCC3C)c2c1C (configuration not stated)	-0.87	-1	6%	-4	16	0.05	-1.3	25	0.9
c1ccc(N2CCN(C3CCSC3)CC2)cc1 (configuration not stated)	-0.046	-4	4%	7	6	1.1	-0.46	8	0.9
Brc1ccc(-c2nc(-c3ccccc3)no2)o1	0.018	2	0%	63*	98*	0.53	-0.068	-45	0.9
CC1(C(=O)Nc2nccs2)Cc2ccccc2C(=O)O1 (configuration not stated)	-0.055	-7	2%	11	-11	-0.25	0.45	10	0.9
O=C(NC1CCCCCC1)C1CCN(S(=O)(=O)c2ccc(F)cc2)CC1	-0.33	-1	8%	-12	-5	0.77	0.64	16	0.9
COc1ccc(-c2nc(C#N)c(N3CCN(c4cccc(Cl)c4)CC3)o2)cc1OC	-0.27	-7	11%	3	25	-0.17	0.91	24	0.8
Cc1cc(CC(=O)O)c(C)cc1CC(=O)O	0.46	x	4%	8	3	-0.027	x	x	0.9
CCOC(=O)c1sc(NC(=O)CSc2nnnn2-c2ccccc2)c(C(=O)OCC)c1C	-0.2	x	1%	-2	16	-0.27	-0.16	2	0.8
O=C1CC(N2CCOCC2)C(=O)N1Cc1ccc(N2CCCC2=O)cc1 (configuration not stated)	0.5	-1	6%	5	-26	0.76	1.3	6	1
COc1cc(O)c(NC(C)=O)c2nonc12	-1	3	4%	-23	-7	-0.61	0.042	24	0.9
O=C(NCc1ccccn1)C(C(=O)c1ccc(F)cc1)n1ccccc1=O (configuration not stated)	0.75	3	3%	5	-8	0.21	-0.86	1	0.9
COc1cc(C(=O)Nc2cc(C)ccn2)cc(OC)c1OC	-0.01	-6	3%	-13	2	-0.21	1.7	9	0.9
CCOC(=O)c1c(C)oc2ccc(OCC(=O)N(CC)CC)cc12	-0.27	6	3%	-6	20	-0.47	2.7	12	0.9
COC(=O)Cc1cnc(NC(=O)C2C3CCC(C3)C2C(=O)O)s1 (configuration not stated)	-0.013	3	9%	-12	-6	-0.4	0.32	10	0.9

Other records follow:
compound	M1 antag	Jurkat viability	NADH enzymes	SF-1 act	tolC growth inh	M1 agonist	D1 mod	HEK293 NFkB inh	TNAP act DEA
O=C(CCc1ccccc1)Nc1nnc(-c2cccs2)o1	-0.67	12	7%	6	9	0.092	-0.99	2	0.8
CC(C)CCNC(=O)C(c1ccco1)N(Cc1ccc(F)cc1)C(=O)c1snc(C(N)=O)c1N (configuration not stated)	0.58	8	5%	0	27	-0.26	0.57	23	0.9
Cc1ccc(C(=O)Cn2c(C)cc(C)c(C#N)c2=O)cc1	0.59	-1	10%	-12	-1	0.017	-1.7	13	1
O=C(c1nc2ncccn2n1)N1CCN(c2ccc(F)cc2)CC1	0.25	1	5%	6	-1	-0.018	-0.75	15	0.9
Cc1oc(-c2ccc(Cl)cc2)nc1CN1CCC(C(=O)NCCCN2CCOCC2)CC1	-0.035	-4	9%	18	-8	1.8	3.6*	3	1
CCOC(=O)c1cccc(NC(=O)N[C@@H](C)C(=O)OC)c1	-0.13	-8	13%	-17	-18	-0.27	-0.27	1	0.9
COc1ccccc1N1CCN(C(=O)c2c(C)cc(=O)oc2C)CC1	-2	x	6%	-8	4	-0.38	x	x	1
Cc1cccc(N2C(=O)CC(N3CCN(Cc4ccc(Cl)cc4)CC3)C2=O)c1 (configuration not stated)	0.11	x	2%	0	3	-1.2	-0.55	x	0.9
O=C(COc1ccc2c3c(c(=O)oc2c1)CCC3)c1ccc2c(c1)OCO2	0.87	-4	7%	-3	10	-0.011	0.11	4	0.8
O=C(CCCOc1ccccc1)N1CCc2ccccc2C1	1.7	3	1%	12	22	0.45	-2.4	9	0.9
CCSc1oc(-c2ccccc2)nc1S(=O)(=O)c1ccccc1	0.1	3	5%	1	69*	0.053	1.9	10	1
COc1ccc(-c2cn3c(n2)CCC3)cc1	0.051	4	6%	43	-12	-0.22	x	-13	0.9
CCCCOc1ccc(OCCCC)c2c1NC1(N2)C(=O)N(C(C)=O)c2ccccc21	-0.37	1	3%	-9	-5	0.068	-0.84	10	0.9
CN1CCN(S(=O)C23CC4CC(CC(C4)C2)C3)CC1 (configuration not stated)	-0.57	-5	3%	-15	3	-0.3	-0.63	-1	0.9
CCOc1ccc2nc(NC(=O)c3cnccn3)sc2c1	-0.13	-3	8%	19	-25	-0.28	-2.9	-30	1.1

Remaining list, next part:
compound	M1 antag	Jurkat viability	NADH enzymes	SF-1 act	tolC growth inh	M1 agonist	D1 mod	HEK293 NFkB inh	TNAP act DEA
CCCc1nc2c(=O)[nH]c3ccccc3c2o1	0.056	2	1%	2	-5	0.097	x	6	0.9
CCCc1nnc(NC(=O)CCN2C(=O)c3ccccc3C2=O)s1	0.55	8	6%	2	17	0.19	-0.02	13	0.9
Cc1c(/C(O)=C2/C(=O)C(=O)N(Cc3cccnc3)C2c2cccs2)cnn1-c1ccccc1 (configuration not stated)	-0.016	-5	4%	36	2	0.028	0.016	7	0.9
Cc1cccc(C)c1NC(=O)CSc1nnc(-c2ccoc2C)n1C	0.032	-6	8%	21	-19	-0.018	0.12	19	0.9
COc1ccccc1-c1nnc2sc(-c3ccc(N(C)C)cc3)nn12	-0.77	99*	10%	-64	52	-0.17	7.5*	55*	1.3
CCCCOc1ccccc1C1NC(=O)NC(C)=C1C(=O)OCCOCC (configuration not stated)	-0.2	7	5%	0	13	-0.088	1	13	1
Cc1ccc(S(=O)(=O)c2c(N)n(NC(=O)c3ccco3)c3nc4ccccc4nc23)cc1	-0.36	-3	18%[fluoresces]	7	15	-0.19	0.23	14	1
O=C(c1cccc(F)c1)N1CCCC(C(=O)N2CCCC2)C1 (configuration not stated)	0.59	-3	4%	-1	-1	0.36	-0.046	22	0.9

Rows are unselected; any-hit rate near 15%.
